# A3G deaminase: APOBEC3G DNA deaminase inhibitors, primary screen, biochemical, fluorescence, single-stranded DNA substrate, uHTS. DNA dC->dU-editing enzyme APOBEC-3G (Homo sapiens), Q9HC16. recombinant A3G, ssDNA deamination FAM/TAMRA fluorescence. inhibition, % at 20 µM. hit rate 0.28% among 330,000;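 active means inhibition of at least 40% at 20 µM, with no more than 30% in the related APOBEC3A deaminase screen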;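 further: plate controls were DMSO wells with A3G for no effect and wells lacking A3G enzyme for full effect; some compounds called inactive have numbers as strong as hits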
# APOBEC3A inh: APOBEC3A ssDNA deaminase inhibitors, primary screen, selectivity assay for APOBEC3G inhibitor project, biochemical, FAM/TAMRA oligo cleavage fluorescence. recombinant A3A, FAM/TAMRA ssDNA deamination fluorescence. inhibition, % at 20 µM. hit rate 0.41% among 330,000. AID 493011, 2011;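 active means at least 40% inhibition at 20 µM here, with at most 30% in a related deaminase screen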;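 further: plate controls were A3A with DMSO for no effect and wells lacking A3A enzyme for full effect; some results filed as inactive read as strong as hits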
# Target sequence (P31941 whole entry, looked up): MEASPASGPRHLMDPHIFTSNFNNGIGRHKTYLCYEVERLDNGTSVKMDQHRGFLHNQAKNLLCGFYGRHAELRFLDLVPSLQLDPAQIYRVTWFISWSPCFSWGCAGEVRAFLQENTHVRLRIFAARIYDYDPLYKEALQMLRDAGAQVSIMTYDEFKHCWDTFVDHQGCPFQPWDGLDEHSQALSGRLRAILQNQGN
# beta cell repl: inducers of MIN6 beta-cell proliferation, primary screen, ATP luminescence, uHTS; proliferation, % at 10 µM; AID 2380, 2010; hit rate 0.29% among 330,000; MIN6 cells proliferation, ATPlite luminescence, 48 h; cells starved in 0.2% serum; 100% = growth in 10% serum;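 active means compounds whose signal lies at least 3.5 SD above the mean of all wells on their plate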;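 further: 0% = DMSO-treated cells in low-serum medium and 100% = 10% serum control; some compounds called inactive have numbers as strong as hits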
# mIAP activ: activators of mouse IAP, primary screen, biochemical, luminescence, uHTS; hit rate 0.24% among 330,000; intestinal alkaline phosphatase [Mus musculus]; activation factor at 10 µM; muIAP, CDP-Star luminescence, 30 min; active compounds read high; 1 = vehicle-only enzyme signal, 0 = enzyme-free wells;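 active means activation factor of at least 2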; further: the source names both 10 and 20 µM as test concentration; values of inactives mirror those of a sister screen read the other way
#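 Assay system: mouse IAP enzyme; reagent: chemiluminescent substrate CDP-Star; dosing: test compounds delivered from DMSO solution; schedule: 30 min at room temperature; measured by: luminescence from enzymatic CDP-Star hydrolysis; controls: DMSO-only wells and no-enzyme negative control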
# NR3A LBD binder: binders of NR3A ligand-binding domain, primary screen, biophysical, differential scanning fluorimetry, uHTS | Glutamate receptor ionotropic, NMDA 3A (GRIN3A) ligand-binding domain | NR3A LBD differential scanning fluorimetry, Tm shift; 0% = protein alone, 100% = glycine-bound protein | Tm shift relative to glycine control, % at 25 µM | hit rate 2.5% among 340,000;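 active means melting temperature shift of at least 10% of the positive control shift, at one fixed dose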
# mIAP inh: inhibitors of mouse IAP, primary screen, biochemical, luminescence, uHTS; inhibition, % at 10 µM; intestinal alkaline phosphatase [Mus musculus]; AID 2806, 2010; purified mouse IAP, CDP-Star luminescence, 30 min; hit rate 0.2% among 330,000;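 active means inhibition of at least 40% at 10 µM in the primary screen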;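 further: plate controls were DMSO with enzyme for no effect and no enzyme wells for full effect; values of inactives mirror those of a sister screen read the other way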
# hIAP act: human IAP activators, primary screen, biochemical, luminescence, uHTS; activation factor at 10 µM; hit rate 0.16% among 330,000; Intestinal-type alkaline phosphatase (Homo sapiens), P09923; purified human IAP, CDP-Star luminescence, 30 min; active compounds read high; 1 = vehicle-only enzyme, 0 = enzyme-free background;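 active means activation factor of the enzyme at least 2-fold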; further: the source names both 10 and 20 µM as test concentration; values of inactives mirror those of a sister screen read the other way
# Target sequence (P09923 whole entry, looked up): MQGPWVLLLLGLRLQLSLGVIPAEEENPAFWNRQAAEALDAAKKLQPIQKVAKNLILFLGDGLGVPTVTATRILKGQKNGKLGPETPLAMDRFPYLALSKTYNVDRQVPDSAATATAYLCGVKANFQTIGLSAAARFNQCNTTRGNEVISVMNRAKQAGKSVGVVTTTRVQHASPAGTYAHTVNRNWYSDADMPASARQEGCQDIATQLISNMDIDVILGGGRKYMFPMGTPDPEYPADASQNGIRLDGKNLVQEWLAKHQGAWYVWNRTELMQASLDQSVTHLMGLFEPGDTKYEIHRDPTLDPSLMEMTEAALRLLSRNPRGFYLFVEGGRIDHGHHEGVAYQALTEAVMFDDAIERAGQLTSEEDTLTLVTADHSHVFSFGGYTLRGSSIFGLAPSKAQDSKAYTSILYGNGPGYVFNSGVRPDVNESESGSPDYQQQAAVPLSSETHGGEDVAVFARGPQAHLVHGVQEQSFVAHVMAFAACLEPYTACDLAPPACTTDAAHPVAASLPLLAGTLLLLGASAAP
# MPTP block: mitochondrial permeability transition pore inhibitors, primary screen, biochemical, isolated mouse mitochondria, absorbance | inhibition, % at 10 µM | Ca2+ swelling absorbance, 30 min | hit rate 1.4% among 360,000;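 active means inhibition of 50% or more, scaled per plate between neutral and stimulator controls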;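 further: 0% = DMSO wells given calcium and 100% = 1 mM EGTA wells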
# hIAP inh: human IAP inhibitors, primary screen, biochemical, luminescence, uHTS; Intestinal-type alkaline phosphatase (Homo sapiens), P09923; inhibition, % at 10 µM; hit rate 0.12% among 330,000; purified IAP, CDP-Star luminescence, 30 min;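 active means inhibition reaching a set limit with compound at 10 µM in the primary screen, cut at about 35% in these data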;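 further: plate controls were DMSO wells with enzyme for no effect and no-enzyme buffer wells for full effect; values of inactives mirror those of a sister screen read the other way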
# Numbers without * were called inactive; / = no result given.
# Preview:
structure	MPTP block	hIAP inh	APOBEC3A inh	A3G deaminase	hIAP act	beta cell repl	NR3A LBD binder	mIAP inh	mIAP activ
O=C(N/N=C/c1ccc(-c2ccc(Cl)c(C(=O)O)c2)o1)c1cc2c(ccc3ccccc32)o1	6.3	-10	8	-7	1.1	-2	-8	17	0.83
CC(OC(=O)C1=COCCO1)C(=O)c1ccc(Br)cc1 (stereo unspecified)	-0.5	-15	2	3	1.2	-4	-9	-4	1
CC(C)(C)NC(=O)C(c1ccc(F)cc1)N(Cc1cccs1)C(=O)c1ccc(CN2CCOCC2)o1 (stereo unspecified)	-1.8	-15	-3	-6	1.1	-1	0	-11	1.1
CCS(=O)(=O)N1CCN(C(=O)c2ccco2)CC1	-1.4	-5	-2	-2	1.1	-2	-1	-4	1

# This part in full, from the first entry:
structure	MPTP block	hIAP inh	APOBEC3A inh	A3G deaminase	hIAP act	beta cell repl	NR3A LBD binder	mIAP inh	mIAP activ
O=C(N/N=C/c1ccc(-c2ccc(Cl)c(C(=O)O)c2)o1)c1cc2c(ccc3ccccc32)o1	6.3	-10	8	-7	1.1	-2	-8	17	0.83
CC(OC(=O)C1=COCCO1)C(=O)c1ccc(Br)cc1 (stereo unspecified)	-0.5	-15	2	3	1.2	-4	-9	-4	1
CC(C)(C)NC(=O)C(c1ccc(F)cc1)N(Cc1cccs1)C(=O)c1ccc(CN2CCOCC2)o1 (stereo unspecified)	-1.8	-15	-3	-6	1.1	-1	0	-11	1.1
CCS(=O)(=O)N1CCN(C(=O)c2ccco2)CC1	-1.4	-5	-2	-2	1.1	-2	-1	-4	1
COc1ccc(N2CCN(C(=O)CN(C)S(=O)(=O)c3cccs3)CC2)cc1	-0.5	-11	0	1	1.1	0	1	2	0.98
CCOc1ccc(CCNC(=O)c2cc3c(s2)CS(=O)(=O)C3)cc1OCC	-1.4	-4	-2	-1	1	-4	0	8	0.92
CCN(CC)S(=O)(=O)c1cccc(-c2n[nH]c(=S)n2/N=C/c2ccc(OC(F)F)cc2)c1	5.0	-3	-3	-8	1	-4	9	5	0.95
Cc1cc(C)cc(Oc2ccc(S(=O)(=O)N3CCN(C)CC3)cn2)c1	-1.3	9	-3	-4	0.91	-2	3	1	0.99
COc1cc2ccnc(Cc3cccc(OC)c3OC)c2cc1OC	14	22	-2	-11	0.78	-4	2	3	0.97
CCOC(=O)c1c(C)[nH]c(C(=O)COC(=O)c2ccccn2)c1C	2.7	-12	10	1	1.1	4	0	-6	1.1
CCC(C)c1ccc(NC(=S)NC(C)C2CCCO2)cc1 (stereo unspecified)	-0.3	0	-1	-6	1	-5	-4	-10	1.1
O=C(c1ccccc1)c1nc[nH]c1C(=O)Nc1ccccc1	0.1	-18	-1	-5	1.2	-1	-5	3	0.97
NC(=O)CSc1nnc(-c2ccccc2)c(-c2ccccc2)n1	-0.3	1	-21	-20	0.99	0	1	6	0.94
O=C1c2ccncc2C(=O)N1Cc1cccc(Cl)c1	0.1	5	-4	-8	0.95	0	0	-1	1
COc1ccc(OCC(=O)Nc2ccc3c(c2)nc2n3CCSC2)cc1	0.0	-5	3	1	1.1	-2	0	-6	1.1
O=C(Nc1ccc(C(=O)N2CCCCC2)cc1)c1cccs1	0.6	4	-2	-8	0.96	-1	-1	5	0.95
COc1cc(CCC(=O)Nc2ncc(C)s2)cc(OC)c1OC	2.3	3	-4	-14	0.97	-2	-1	6	0.94
COc1cccc(C(=O)O/N=C(\C)c2cnccn2)c1	0.0	-5	2	-7	1.1	-1	-3	-2	1
CCCOC(=O)C1C2C=C[C@]3(CN(CCc4ccccc4)C(=O)[C@H]13)O2 (stereo partly specified)	1.3	1	-3	-4	0.99	-4	0	3	0.97
CC1Cc2ccccc2N1C(=O)CSc1nnc(-c2ccc(S(=O)(=O)N3CCCC3)cc2)n1C (stereo unspecified)	0.3	-7	-6	-13	1.1	0	-3	2	0.98
COc1ccccc1N1CCN(C(CNC(=O)c2ccc3c(c2)OCO3)c2cccnc2)CC1 (stereo unspecified)	3.9	-25	-18	-3	1.2	-3	2	6	0.94
O=C(Nc1ccon1)c1sc2ccccc2c1Cl	-0.8	12	10	-6	0.88	-2	-1	0	1
CCC(CC)COC(=O)C1=C(C)NC(=O)NC1c1ccc([N+](=O)[O-])cc1 (stereo unspecified)	0.3	-19	-6	-7	1.2	-2	1	12	0.88
Cc1cccc2cc(COC(=O)C(C)(C)C)c(=O)[nH]c12	-1.4	-6	0	-2	1.1	-1	1	1	0.99
COc1ccc(N(CC(=O)Nc2ccccc2SC)S(C)(=O)=O)cc1OC	0.2	-12	2	-1	1.1	3	1	4	0.96
CC(C)(C)c1ccc(C(=O)Nc2ccc(CN3CCS(=O)(=O)CC3)cc2)cc1	0.6	39*	-4	-5	0.61	0	0	4	0.96
COc1ccc([C@H]2C=C3CN(C(=O)OC(C)(C)C)S(=O)(=O)[C@H]3C[C@H]2OC(=O)c2ccc(C(F)(F)F)cc2)cc1	2.7	8	-1	-7	0.92	-8	2	2	0.98
Nc1nonc1C(=O)NCCNc1ccc([N+](=O)[O-])cn1	-2.6	0	10	7	1	0	1	-3	1
CCCCn1c(=O)[nH]c(=O)c2c1nc(-c1ccccn1)n2CC	0.8	-6	4	-3	1.1	0	-2	4	0.96
COc1cccc(N2C(=O)CC(N3CCc4ccccc43)C2=O)c1 (stereo unspecified)	-0.2	-13	1	-2	1.1	-1	-1	4	0.96
Cc1cc(C)cc(NC(=O)CSc2nnc(CNC(=O)c3ccco3)n2C)c1	-2.0	-9	3	-5	1.1	-4	3	0	1
Nc1ccc(C#Cc2ccc3sc4ccccc4c(=O)c3c2)cc1	1.7	7	2	24	0.93	-2	1	-6	1.1
COC(=O)c1ccccc1NC(=O)c1ccccc1SC	-0.4	-1	-13	2	1	1	2	-5	1
CCOC(=O)NC(NC(=S)Nc1ccc(OC)cc1)C(Cl)(Cl)Cl (stereo unspecified)	7.6	-6	-1	-7	1.1	-1	-1	-16	1.2
CC(C)N(Cc1ccc(F)cc1)C(=O)c1cc2ccccc2oc1=O	0.4	5	-4	-2	0.95	-4	/	-3	1
CCCCCCCCCCS(=O)(=O)N/N=C/c1ccccc1OC	20	-3	1	-3	1	-2	-6	9	0.91
COc1cc2cnc(-c3ccccc3F)cc2cc1OC	-2.4	-8	-1	0	1.1	-1	0	6	0.94
COc1cccc(CN(C)C(=S)Nc2ccc(C)c(C)c2)c1	-0.6	-6	-6	5	1.1	-5	0	-10	1.1
CCNC(=O)/C(=C\C=C\c1ccccc1)NC(=O)c1ccc(Br)o1	-0.7	-19	-6	-5	1.2	0	0	-3	1
CCC(Sc1nc2ncccc2[nH]1)C(=O)NC1CCCC1 (stereo unspecified)	1.5	-3	0	-4	1	1	-3	7	0.93
O=C1NC(c2ccccc2)=NC1(NS(=O)(=O)c1ccc(Cl)cc1)C(F)(F)F (stereo unspecified)	0.4	1	6	-4	0.99	0	-1	2	0.98
COc1ccc(CN2CCNC(=O)C2CC(=O)N2CCc3ccccc3C2)c(OC)c1 (stereo unspecified)	0.7	5	3	1	0.95	-1	-1	3	0.97
CCc1ccc(NC(=O)C(C)OC(=O)/C=C/c2cccc([N+](=O)[O-])c2)cc1 (stereo unspecified)	-5.7	9	-2	-2	0.91	-2	0	12	0.89
COc1ccc(NC(=O)C2CCCN2S(=O)(=O)c2ccc(F)cc2)cc1 (stereo unspecified)	-2.2	0	-5	-8	1	-3	-1	7	0.93
c1cc2c3c(cccc3c1)C(N1CCOCC1)=N2	2.1	15	-1	-5	0.85	-1	2	2	0.98
COc1ccc(S(=O)(=O)N2CCOCC2)cc1NC(=O)CSc1ccccc1	-2.2	-8	-4	-5	1.1	-1	4	0	1
Fc1cccc(Nc2nc3ccccc3n3cnnc23)c1	-0.5	3	10	-6	0.97	3	1	4	0.96
CC(O/N=C\c1ccccc1O)C(=O)Nc1ccccc1C(=O)N1CCOCC1 (stereo unspecified)	6.4	-14	0	-1	1.1	0	-4	15	0.85
CC1CN(C(=O)c2ccc(COc3ccccc3Br)o2)CC(C)O1 (stereo unspecified)	2.7	3	-1	-2	0.97	6	-3	10	0.9
S=C(NCc1ccc(Cl)cc1)NCc1ccco1	-0.8	-25	-4	-5	1.2	0	-1	-5	1
Cc1cc(NC(=O)CCC(=O)N(Cc2ccco2)C(C(=O)NC2CCCCC2)c2cccs2)no1 (stereo unspecified)	0.5	-24	-7	-5	1.2	-5	-2	-7	1.1
COC(=O)c1cccc(C23CC4(C2)[C@H](CN(C)[C@@H]4c2ccccc2)C3c2ccccc2)c1 (stereo partly specified)	26	3	3	10	0.97	-8	0	-9	1.1
CCOC(=O)C[C@H]1c2ccccc2S(=O)(=O)N1c1ccccc1	-0.6	8	0	1	0.92	-1	-3	-3	1
O=C(CSc1nnc(Nc2ccccc2)s1)NC1CCS(=O)(=O)C1 (stereo unspecified)	-3.7	-27	0	-9	1.3	-3	0	-4	1
O=C(CSc1ccsc1[N+](=O)[O-])NCc1ccco1	-0.2	9	12	2	0.91	0	3	9	0.91
COc1ccc(CC(=O)NC(=S)NNC(=O)COc2c(C)cccc2C)cc1	26	-53	-5	24	1.5	-5	-8	3	0.97
O=C1NN=C(c2ccc(Cl)cc2)CC1c1cccc(Cl)c1 (stereo unspecified)	-0.4	18	-3	-6	0.82	0	-3	4	0.96
CCOC(=O)N1CCC(NC(=O)Cn2cc3c(n2)CCC(C)C3)CC1 (stereo unspecified)	3.0	8	1	-6	0.92	0	-1	5	0.95
Cc1sc(NC(=O)COc2ccccc2)c(C#N)c1-c1ccccc1	3.0	2	1	-5	0.98	1	10	5	0.95
O=C(CN(Cc1ccccc1)S(=O)(=O)c1ccccc1)N/N=C/c1ccccc1C(=O)O	-0.8	1	-2	-11	0.99	-3	2	-1	1

# (list continues)
structure	MPTP block	hIAP inh	APOBEC3A inh	A3G deaminase	hIAP act	beta cell repl	NR3A LBD binder	mIAP inh	mIAP activ
CC(=O)CCN1CCOCC1	-0.2	10	-2	-5	0.9	-3	-16	5	0.95
O=C(NCc1n[nH]c(=S)n1-c1ccccc1)c1ccc(S(=O)(=O)N2CCCCC2)cc1	-0.5	-28	1	23	1.3	0	1	3	0.97
COC(=O)c1cc(S(=O)(=O)NCc2cc(OC)c(OC)c(OC)c2)cn1C	-0.8	-4	-5	-5	1	-1	-2	8	0.93
Cc1cc(C)c2cc(C(c3nnnn3CC3CCCO3)N3CCN4CCCC4C3)c(=O)[nH]c2c1 (stereo unspecified)	-0.8	-8	-3	-6	1.1	0	-19	-3	1
COc1ccc2c(c1OC)C(=O)N(c1ccc(C)cc1)C2=O	-0.1	-9	3	1	1.1	-4	-4	2	0.98

# From PubChem BioAssay
